# Bioassay records: PubChem BioAssay, Johns Hopkins Ion Channel Center
# CHT inh = inhibits the human high affinity choline transporter; Q9GZV3; CHT-expressing cells, membrane potential dye, choline response; stronger effect = lower value; B-score at 10 µM; actives 0.86% (n = 310,000);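 active = B-score over 3 SD under the library average, and starting fluorescence ratio not unusually high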;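 also: choline stimulus applied at its EC90 after an EC20 pre-addition; B-score computed on integrated fluorescence ratio after choline addition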
# Target sequence (Q9GZV3 whole entry, looked up): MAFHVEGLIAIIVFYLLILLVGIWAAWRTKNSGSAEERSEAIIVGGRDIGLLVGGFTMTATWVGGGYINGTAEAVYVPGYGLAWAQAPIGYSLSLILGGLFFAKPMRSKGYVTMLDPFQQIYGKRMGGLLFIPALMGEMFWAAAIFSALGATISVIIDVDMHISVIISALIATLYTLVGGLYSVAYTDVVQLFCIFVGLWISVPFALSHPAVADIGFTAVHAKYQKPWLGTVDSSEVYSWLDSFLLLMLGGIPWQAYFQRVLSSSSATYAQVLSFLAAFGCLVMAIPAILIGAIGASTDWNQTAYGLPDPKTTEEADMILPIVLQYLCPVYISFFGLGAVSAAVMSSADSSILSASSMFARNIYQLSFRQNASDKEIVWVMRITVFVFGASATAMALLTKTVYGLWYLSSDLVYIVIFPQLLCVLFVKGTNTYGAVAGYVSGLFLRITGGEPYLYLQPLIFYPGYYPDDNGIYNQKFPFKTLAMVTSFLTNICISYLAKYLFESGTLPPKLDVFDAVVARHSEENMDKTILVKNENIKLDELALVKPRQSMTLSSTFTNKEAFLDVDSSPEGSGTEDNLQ
# CHT allo act = allosterically activates the human high affinity choline transporter. CHT-expressing cells, membrane potential dye, choline EC20; stronger effect = higher value; LV-AA mutant CHT in HEK293 cells. B-score at 10 µM. actives 0.49% (n = 310,000). AID 488977;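 active = initial fluorescence not abnormally high and integrated response B-score, plate-corrected, over 3 SD above library mean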
# The depositor's hits bear a star; i = inactive.
SMILES,CHT inh,CHT allo act
O=S(=O)(c1cnccc1N1CCN(CCO)CC1)N1CCCCC1,i,i
CCOc1ccc(-c2nnc(-c3cccnc3)o2)cc1OCC,i,i
CCCOc1ccc(/C=N/NC(=O)C(C)Sc2ccccn2)cc1OCC (centres undefined),i,i
CC(=O)Nc1ccc(/C=C/c2ccc3c([N+](=O)[O-])cccc3n2)cc1,i,i
CSc1nnc(C(C)c2ncc(C(F)(F)F)cc2Cl)n1C (centres undefined),i,i
Cc1cccc(N2CN=c3s/c(=C\c4ccccn4)c(=O)n3C2)c1,i,i
Cc1cc(NC(=O)/C=C/c2ccc(Cl)cc2)no1,i,i
CCOC(=O)c1c(C)c(C(=O)NC(C)COC)c(C)n1C (centres undefined),i,i
O=C(CCCOc1ccc(Cl)cc1Cl)N/N=C\C1CCCCC1,i,i
O=C(Nc1c(C(=O)C2CC2)oc2ccccc12)c1ccc(Cl)cc1,i,i
COc1ccccc1N1CCN(S(=O)(=O)c2ccc(-c3ccc(=O)[nH]n3)o2)CC1,i,i
NS(=O)(=O)c1ccc(CNC(=O)c2cnccn2)cc1,i,i
CCn1cc(/C=C(\NC(=O)c2ccc(OC)c(OC)c2)C(=O)NCCN2CCOCC2)c2ccccc21,i,i
COC(=O)C1=C(N)OC2=C(C(=O)CC(C)(C)C2)C1c1cccs1 (centres undefined),i,i
COc1ccccc1NC(=O)N(CCN1CCCC1)Cc1cc2cc(C)ccc2[nH]c1=O,i,i
CCOC(=O)c1c(C)[nH]c(C(=O)N/N=C/c2ccc(OC)c(OC)c2)c1C,i,i
CCCCNCC1C(Oc2ccc(Cl)cc2)C(=O)N1c1ccccc1C (centres undefined),i,i
Cc1ccc(S(=O)(=O)N2CCCC(C)C2)cc1 (centres undefined),i,i
O=C(CN1C(=O)C2CCCCC2C1=O)Nc1nc(-c2ccc(F)cc2)cs1 (centres undefined),i,i
CCOC(=O)C(=O)N1CCC(Cc2ccccc2)CC1,i,i
c1c2c(cc3sc(N4CCOCC4)nc13)OCCO2,i,i
O=C(Nc1ccc(F)cc1)c1ccc(CN2CCc3ccccc3C2)cc1,i,i
Cc1cc2n(n1)SC(Nc1cccc3ccccc13)N2 (centres undefined),i,i
CC1=C(C(N)=O)C(c2cccs2)NC(=O)N1 (centres undefined),i,i
Cn1c2ccccc2c2c(C(=O)NCC3CCCO3)cn(C3CCCC3)c(=O)c21 (centres undefined),i,i
# Next part
SMILES,CHT inh,CHT allo act
Cc1cc(NC(=O)CCCn2ccc([N+](=O)[O-])n2)n(Cc2ccc(F)cc2)n1,i,i
COc1ccccc1N1CCN(C(=O)CCc2c[nH]c3ccccc23)CC1,i,i
COc1ccccc1CCNC(=O)c1cnn2c(C(F)F)cc(C)nc12,i,i
Cc1ccc(C(=O)NCCNC(=O)c2ccc(C)o2)o1,i,i
Cc1cc(C(=O)Nc2cccc([N+](=O)[O-])c2C)cs1,i,i
Cc1nc2nc(CC(=O)O)[nH]n2c(=O)c1[N+](=O)[O-],i,i
C=CCn1c(SCc2nc3ccccc3c(=O)[nH]2)nc2scc(C3CC3)c2c1=O,i,i
O=C(NNS(=O)(=O)c1ccc2ccccc2c1)c1cccnc1,i,i
CCOC(=O)c1sc(=NC(=O)c2ccccc2Br)n(C)c1C,i,i
Cc1nn(C)cc1C(C)NC(=O)c1cc(COc2ccc(F)c(F)c2)on1 (centres undefined),i,i
Cc1ccc(S(=O)(=O)Nc2ncc(C(F)(F)F)cc2Cl)cc1,i,i
Cc1cc(C)c(S(=O)(=O)/N=C2\C=C(Nc3ccc(C(=O)O)cc3)C(=O)c3ccccc32)c(C)c1,-5.6*,i
O=C(Nc1ccc(Cl)cc1)c1cccc(N2C(=O)C3C4CCC(C4)C3C2=O)c1 (centres undefined),i,i
Cc1c(C(=O)O)oc2c1/C(=N\O)CCC2,i,i
CCC1(c2ccc(F)cc2)NC(=O)N(CC(=O)N2CCc3ccccc3C2)C1=O (centres undefined),i,i
COc1ccc(-c2ccc3oc(-c4ccc(OC)cc4)c(C#CCCO)c3c2)cc1,i,i
C=CCN(C(=O)CCC(=O)O)C1CC(=O)N(c2ccc(OCCC)cc2)C1=O (centres undefined),i,i
COc1cc(OC)cc(C(=O)Nn2c(C)nc3ccccc3c2=O)c1,i,i
CCOc1ccc(N2CC(NS(=O)(=O)c3cccnc3)CC2=O)cc1 (centres undefined),i,i
CN(CC(=O)Nc1ccccc1C(F)(F)F)C(=O)C1=COCCO1,i,i
Cc1cc(C(=O)CCl)c(C)n1CC1COc2ccccc2O1 (centres undefined),i,i
CCOc1ccc(-c2nc(N)ncc2Oc2cccc(OC)c2)c(O)c1,i,i
Cc1ccc(NC(=O)[C@H](NC(=O)[C@@H]2Cc3ccccc3CN2)c2ccccc2)c(C)c1,i,i
CCOCCCNCc1ccc(OCc2ccccc2Cl)cc1,i,i
COc1ccc(CCNS(=O)(=O)c2ccc3c(c2)NC(=O)C(C)S3)cc1OC (centres undefined),i,i

# Some of the entries so far, with each value named:
CCOC(=O)c1sc(=NC(=O)c2ccccc2Br)n(C)c1C
  CHT inh = i	CHT allo act = i

Cc1nn(C)cc1C(C)NC(=O)c1cc(COc2ccc(F)c(F)c2)on1 (centres undefined)
  CHT inh = i	CHT allo act = i

# Another view of 5 compounds above:
# Screens in order: CHT inh, CHT allo act
- CN(CC(=O)Nc1ccccc1C(F)(F)F)C(=O)C1=COCCO1
 : i, i
- Cc1cc(C(=O)CCl)c(C)n1CC1COc2ccccc2O1 (centres undefined)
 : i, i
- CCOc1ccc(-c2nc(N)ncc2Oc2cccc(OC)c2)c(O)c1
 : i, i
- Cc1ccc(NC(=O)[C@H](NC(=O)[C@@H]2Cc3ccccc3CN2)c2ccccc2)c(C)c1
 : i, i
- CCOCCCNCc1ccc(OCc2ccccc2Cl)cc1
 : i, i

# Continued.
SMILES,CHT inh,CHT allo act
CCOc1ccccc1C1CC(=O)Nc2c1c(=O)n(C)c(=O)n2C (centres undefined),i,i
O=C(Nc1ccc2c(c1)OCCO2)NC12CC3CC(CC(C3)C1)C2,i,i
Cc1ccc(C2=[N+]([O-])C(C)(C)CC2)cc1,i,i
CCOC(=O)C(=NCCOC)NNc1cc(Cl)ccc1Cl,i,i
COc1ccc(C)cc1S(=O)(=O)N1CCC(C(=O)NCCC2=CCCCC2)CC1,i,i
COc1ccc(CCNS(=O)(=O)c2ccc3c(c2)CC(C)N3C(C)=O)cc1OC (centres undefined),i,i
Cc1nc(NCCN2CCOCC2)c2nnn(Cc3ccccc3Cl)c2n1,i,i
COc1cc(C2SCCS2)cc(Br)c1Oc1ncccc1[N+](=O)[O-],i,i
Cn1c(/N=C/c2c[nH]c3ccccc23)nc2ccccc21,i,i
CCOC(=O)CNC(=O)CNC(=O)c1ccc(OC)cc1,i,i
O=C(NCc1cccnc1)c1cc2nc(-c3cccs3)cc(C(F)(F)Cl)n2n1,i,i
O=P(O)(CP(=O)(c1ccccc1)c1ccccc1)c1ccccc1O,i,i
COc1ccc(CNC(=O)CN2CCC(C(=O)c3ccc(OC)cc3)CC2)cc1,i,i
CCCN1C(=O)c2ccccc2NC1c1ccc(Br)cc1 (centres undefined),i,i
COCCCNc1nc2c(-c3cccc(C)c3)nnn2c2ccccc12,i,i
Cc1ccccc1NC(=S)N(C)CCc1ccccn1,i,i
Nc1nc(SCC(=O)Nc2ccccc2Sc2ccccc2)n[nH]1,i,i
FC(F)Sc1ccc(-n2cc(-c3ccccc3)[n+]3c2CCC3)cc1,i,i
OCCNC(=S)Nc1cc(Cl)cc(Cl)c1,i,i
NS(=O)(=O)c1ccc(NNC(=O)c2ccccc2C(=O)O)cc1,i,i
Cc1ccc(C)c(NC(=O)CN(C)C(=O)c2ccccc2OCc2ccccc2Cl)c1,i,i
COCCCNc1nc2c(-c3cccc(C)c3)nnn2c2ccc(Cl)cc12,i,i
Cc1cccc(-n2nnc(C(=O)NC3CCCc4ccccc43)c2N)c1 (centres undefined),i,i
O=C(CN(Cc1cccs1)C(=O)CNS(=O)(=O)c1ccccc1)NC1CCCC1,i,i
Cc1cc(=O)[nH]c(N/N=C2/CCCC/C2=C\c2ccccc2)n1,i,i

# Molecules listed so far that have a furan ring, fused or not:
SMILES,CHT inh,CHT allo act
O=C(Nc1c(C(=O)C2CC2)oc2ccccc12)c1ccc(Cl)cc1,i,i
COc1ccccc1N1CCN(S(=O)(=O)c2ccc(-c3ccc(=O)[nH]n3)o2)CC1,i,i
Cc1ccc(C(=O)NCCNC(=O)c2ccc(C)o2)o1,i,i
Cc1c(C(=O)O)oc2c1/C(=N\O)CCC2,i,i
COc1ccc(-c2ccc3oc(-c4ccc(OC)cc4)c(C#CCCO)c3c2)cc1,i,i

# Next part
SMILES,CHT inh,CHT allo act
O=C(NCCCc1ccccc1)C1CC(=O)N(c2ccc3c(c2)OCCO3)C1 (centres undefined),i,i
CC(C)(C)c1[nH]nc2c1C(C1C=CCCC1)C(C#N)=C(N)O2 (centres undefined),i,i
CC(=O)N1c2ccc(S(=O)(=O)NCCC(=O)NC3CCC(C)CC3)cc2CC1C (centres undefined),i,i
CCOC(=O)c1c(-c2ccc(-c3ccccc3)cc2)csc1NC(=O)CCN1CCOCC1,i,i
CCOc1ccc2c(c1)sc(=NC(=O)C1CC1)n2C,i,i
COc1ccc(/C=C/C(=O)NC(=S)Nc2cc([N+](=O)[O-])ccc2O)cc1OC,i,i
Brc1cc2c(cc1Br)OCCOCCOCCOCCO2,i,i
Cc1ccccc1NC(=O)CN1C(=O)S/C(=C/c2cccnc2)C1=O,i,i
CCOC(=O)C1=C(C)Nc2nc(C)nn2C1c1ccc(C)cc1 (centres undefined),i,i
Cc1nc2nc(SCC(N)=O)[nH]c2cc1Br,i,i
Cc1ccc(CNC(=O)COC(=O)c2cnccn2)cc1,i,i
CC1CCc2[nH]c3ccc(C(=O)Nc4ccc(C(=O)N(C)C)cc4)cc3c2C1 (centres undefined),i,i
Nc1c(C(=O)Nc2ccc(F)cc2)sc(=S)n1-c1ccccc1F,i,i
CC(=O)Nc1nonc1NC(=O)CSc1ncn[nH]1,i,i
CCCSc1nc(=O)n2cccc(C)c2n1,i,i
Cc1ccc(S(=O)(=O)NCCC(=O)OCC(=O)NC(=O)c2cccn2C)cc1,i,i
O=C(CCc1ccc(S(=O)(=O)N2CCOCC2)cc1)Nc1cc(Cl)ccc1N1CCOCC1,i,i
COc1ccccc1C(=O)NC(=O)COC(=O)CNC(=O)c1ccc(Cl)c([N+](=O)[O-])c1,i,i
COc1ccc(C(=O)N2CCCC2(C#N)c2ccccc2)cc1[N+](=O)[O-] (centres undefined),i,i
O=C(NC1CCCN(Cc2ccc(Cl)cc2)C1)c1ccnc(Cl)c1 (centres undefined),i,i
Cc1cc(C)c(C(=O)CSc2nc(C)cc(C)c2C(N)=O)c(C)c1,i,i
COc1ccc(C2CC(c3ccccc3)=NN2S(=O)(=O)c2ccc(C)cc2)c(OC)c1 (centres undefined),i,i
Cc1cc(OC(=O)c2c(C)cc(O)cc2O)cc(O)c1C(=O)O,i,i
CS(=O)(=O)c1ccc(CNC(=O)C2(C(F)(F)F)C/C(=C/CCO)CCCO2)cc1 (centres undefined),i,i
NS(=O)(=O)c1ccc(CCNC(=O)/C=C/c2cccc([N+](=O)[O-])c2)cc1,i,i
# Other entries follow.
SMILES,CHT inh,CHT allo act
COc1cc(NC(=O)C/C(C)=N/NC(=O)c2cccs2)c(OC)cc1Cl,i,i
CCCC(=O)Nc1nc2c(C)c(Cl)ccc2s1,i,i
COCCCNC(=O)c1ccccc1SC,i,i
O=C(N/N=C/c1ccncc1)c1cccc(NC(=O)c2ccc(Cl)cc2)c1,i,i
Cc1cccnc1NCC(O)COc1ccccc1 (centres undefined),i,i
COc1cc(NC(=S)NCCN2CCOCC2)cc(OC)c1,i,i
O=S(=O)(c1ccccc1)[C@@]1(c2ccc(Br)cc2)C[C@@H]2ON=C(c3cccc(Br)c3)[C@@H]2C1,i,i
CCN(CC)CCCNC(=O)CNC(=O)c1nn(-c2ccc(OC)cc2)c(=O)c2ccccc12,i,i
CSc1cccc(NC(=O)C2CCN(S(=O)(=O)c3ccc(F)cc3)CC2)c1,i,i
COc1ccc2ccccc2c1/C=N/NC(=O)c1sc(N)c(C#N)c1C,i,i
CC(NC(=O)c1ccco1)C(=O)OCc1cccc(Cl)c1 (centres undefined),i,i
COc1ccc(N2C(=O)CC(N(C)CCc3ccc(OC)c(OC)c3)C2=O)cc1 (centres undefined),i,i
COc1ccc(N=C2C(=O)N3c4c(cccc42)C(C)=CC3(C)C)cc1,i,i
Cc1cc2ccccc2c(=O)n1CC(=O)NCC(=O)N1CCN(c2ccccc2F)CC1,i,i
CCc1nnc(NS(=O)(=O)c2ccc(NC(=O)C(c3ccccc3)c3ccccc3)cc2)s1,i,i
Cc1cc(C)c2nc(-c3ccccn3)cc(C(=O)NCc3ccc(S(N)(=O)=O)cc3)c2c1,i,i
COC(=O)[C@@H](NC(=O)Nc1ccc(OC)cc1)C(C)C,i,i
CC1=C(C(=O)OC2CCCCC2)C(c2ccc(C)o2)C2=C(CCCC2=O)N1 (centres undefined),i,i
Cc1cc[n+](CC(=O)c2cc3ccccc3oc2=O)cc1,i,i
O=S1(=O)CCOC[C@H](Cc2ccccc2)N1Cc1ccc(F)cc1,i,i
COc1ccc(CC2(CO)CCN(Cc3ccc(OC(F)(F)F)cc3)CC2)cc1,i,i
CCOc1ccc(/C=C/C(=O)OCC(=O)c2ccccc2OC)cc1OC,i,i
O=C(CN1CCOCC1)c1c[nH]c2ccccc12,i,i
O=C(Cc1ccc(S(=O)(=O)N2CCOCC2)s1)N1CCN(S(=O)(=O)c2cccc(Cl)c2)CC1,i,i
Cc1ccc(Cn2ccc(NC(=O)c3cc4nc(-c5ccco5)cc(C(F)(F)F)n4n3)n2)cc1,i,i
O=C(CCn1cccc1)NCc1ccc(Cl)cc1,i,i
CCCNC1=CC(=O)CC(C)(C)C1,i,i
